Lipid storage S3: qHTS Assay for Lipid Storage Modulators in Drosophila S3 Cells | AID 2685, 2010 | Drosophila S3 cells, BODIPY lipid droplet fluorescence, 18-24 h; cells fed with added oleic acid | Potency in µM for hits, for the others lipid storage change, negative = inhibition, % at the top dose, mostly 46.1 µM | actives 0.64% (n = 320,000); active means well fitted inhibition curve with a large enough effect in the signal ratio, with a control signal flat, not every such curve was filed as active; inconclusive means small, poorly fitted or top-dose-only effect, or effect the other way, or a change in a side signal; the % refers to the signal ratio
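Laser-scanning cytometry quantifies lipid droplet accumulation (500–530 nm total intensity; droplet/cell object ratio) in oleic acid-fed (400 uM added) Drosophila S3 cells treated with a concentration series. 20 uM Triacsin C defined 100% inhibition.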
Lipid storage S3 cell count max: recorded beside Lipid storage S3, whose call it bears; cell number change, %; measured here: cell count max response;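 cells counted by Cell Tracker Red CMTPX staining in the red channel; peak over a dose series mostly up to 46.1 µM; percent activity relative to internal control wells on each plate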
* marks the source's active call; other numbers are inactive results; i = inactive; u = inconclusive; x = no result given; [ ] = another dose, or the depositor's remark. On the % scale 0 is the no-effect control and ±100 the full control effect; potency means the concentration at half of the fitted maximal effect. Only part of the results is shown (hit frequency here may not be typical).

| smiles | Lipid storage S3 | Lipid storage S3 cell count max |
| --- | --- | --- |
| COc1ccc(NC(=O)CSc2nnc3ccc(-c4ccccn4)nn23)cc1OC | u | x |
| Cc1ccc(NC(=O)CNC(=O)c2ccco2)nc1 | 7% | 15 |
| O=C(CC1Nc2ccccc2NC1=O)Nc1cc(Cl)cc(Cl)c1 (centres undefined) | u | x |
| CCOc1ccc2nc(C)cc(Nc3ccc4c(c3)OCCO4)c2c1 | u | x |
| CCOC(=O)c1ccc2c(c1)N(Cc1ccccc1C)C(=O)c1ccccc1S2=O (centres undefined) | u | x |
| CC(C)(C)n1nnnc1C(c1ccccc1F)N1CCN(C2CCCC2)CC1 (centres undefined) | u | x |
| O=C1NC(c2ccc(O)cc2)Nc2ccccc21 (centres undefined) | i | x |
| CCCC(=O)NC(=S)Nc1cccc2c(O)cccc12 | u | x |
| CCNC(=S)N(CCN(CC)CC)Cc1cc2cc3c(cc2[nH]c1=O)OCCO3 | 19% | 16 |
| N=c1c2c3c(sc2ncn1N)CCC3 | -1% | 17 |
| CCC(=O)N1CCN(c2ccc(NC(=O)c3ccc(N4CCOCC4)c([N+](=O)[O-])c3)cc2)CC1 | u | x |
| COc1cc(OC)c(OC)cc1CN1CCCC(C(=O)c2sccc2C)C1 (centres undefined) | 4% | 4 |
| Cc1ccccc1-c1nc2ccccc2c(=O)n1C1CCS(=O)(=O)C1 (centres undefined) | 22% | x |
| CCC(C)NC(=O)c1ccc(CSCc2cccc(F)c2)o1 (centres undefined) | u | x |
| Cc1cc(C)cc(NC(=O)CSc2nc3c(c(=O)n2C)SC(C)C3)c1 (centres undefined) | u | x |
| Cc1nn(C)cc1/C=N\NC(=O)Cc1ccc([N+](=O)[O-])cc1 | u | x |
| CCCc1ccc(-c2cc(C(=O)NCCc3ccc(S(N)(=O)=O)cc3)c3ccccc3n2)cc1 | u | x |
| COc1ccc(Cl)cc1NC(=O)C(C)OC(=O)c1ccc(NS(=O)(=O)c2ccc3[nH]c(=O)[nH]c3c2)cc1 (centres undefined) | u | x |
| N/C(=N\OC(=O)Nc1ccccc1)c1ncc([N+](=O)[O-])s1 | -44% | -17 |
| Cn1cc(SCC(=O)Nc2ccc3c(c2)OCCO3)c2ccccc21 | u | x |

| smiles | Lipid storage S3 | Lipid storage S3 cell count max |
| --- | --- | --- |
| CCC1(C)CC(CC(=O)O)(c2ccccc2OC)CCO1 (centres undefined) | 29µM* | -14* |
| O=C(NNC(=O)c1cc2ccccc2cc1O)c1cccs1 | -4% | -2 |
| C=CCNC1=C(Cl)C(=O)N(c2ccccc2Cl)C1=O | u | x |
| CCn1c(SCc2ccccc2)nnc1-c1cccnc1 | -20% | 2 |
| COc1ccc(NC(=S)N2CCCCC2c2cccnc2)cc1 (centres undefined) | u | x |
| Cc1ccc(C(=O)Nc2ccc3c(c2)C(=O)N(C)C3=O)c(C)c1 | u | x |
| OC(COc1ccc(CN2CCSCC2)cc1)CN1CCCCC1 (centres undefined) | -8% | 0 |
| O=c1cc(-c2ccc([N+](=O)[O-])cc2)c2ccc(O)cc2o1 | u | x |
| CCOc1ccccc1NC(=O)CSc1nnc(Cn2c(=O)sc3ccccc32)n1C | -10% | 0 |
| Cc1ccc(-c2cc(C(=O)OCC(=O)Nc3ncc(C(F)(F)F)cc3Cl)c3ccccc3n2)cc1 | -5% | x |
| CC(C)c1ccccc1NC(=O)COC(=O)Cc1ccsc1 | -10% | -9 |
| O=C(Cc1ccccc1)c1ccc2c(c1)OCCO2 | 2% | 10 |
| CCOC(=O)C1C(=O)NC(SCC(=O)OC)=C(C#N)C1c1ccccc1OCC (centres undefined) | -2% | 1 |
| Cc1ccc(C(=O)NNC(=O)C2CCCN(c3ncccn3)C2)cc1 (centres undefined) | 7% | 5 |
| Cc1cc(C)nc(-n2nc(C)cc2NC(=O)c2ccc(F)cc2F)n1 | u | x |
| OC(CCCCN1CCCCC1)c1ccccc1 (centres undefined) | -7% | 2 |
| Cc1csc(Sc2ccc(S(=O)(=O)N3CCCC3)cn2)n1 | u | x |
| O=C(C1CCCN1S(=O)(=O)c1cccc2cccnc12)N1CCc2ccccc2C1 (centres undefined) | 1% | -1 |
| Cn1c(Cn2nnc3ccccc32)nnc1SCC(=O)N1CCc2ccccc21 | u | x |
| COc1ccc(C(C)=O)cc1COC(=O)c1cccc(N(C)C)c1 | u | x |

| smiles | Lipid storage S3 | Lipid storage S3 cell count max |
| --- | --- | --- |
| CCOC(=O)c1c(C)[nH]c(C)c1C(=O)CSc1nnc(-c2ccncc2)n1C | u | x |
| O=C(NCC1CCCO1)c1nn2c(C(F)(F)F)cc(-c3ccc(Br)o3)nc2c1Br (centres undefined) | u | x |
| COc1ccc(C)cc1N(CC(=O)N1CCOCC1)S(C)(=O)=O | u | x |
| C/C(Cc1ccccc1)=N\NC(=O)c1cc(C(C)(C)C)[nH]n1 | 0% | 12 |
| Oc1cc2ccccc2cc1-c1n[nH]c(=S)n1Cc1ccco1 | -1% | 3 |
| CC(C)Oc1ccccc1C(=O)NC(CO)C(=O)O (centres undefined) | 7% | -14 |
| CCOC(=O)[C@H]1[C@H]2COc3ccccc3[C@@H]2N2C(=O)c3cc(OC)ccc3NC(=O)[C@@]12C | 6% | -11 |
| CSc1nc(N(C)C)nc(N(C)C#N)n1 | -9% | -1 |
| COc1ccccc1-n1ccnc1SCC(=O)NC(C)(C)C | u | x |
| Cc1cnc(NC(=O)Nc2ccc(OCc3ccccc3)cc2)c(Br)c1 | i | -2 |
| Brc1ccc(-c2nn3c(-c4ccncc4)nnc3s2)o1 | u | x |
| COCC(=O)N(Cc1cc2cc(C)ccc2[nH]c1=O)c1ccc(C)c(C)c1 | u | x |
| Cn1nnnc1SCC(=O)N1CCc2ccccc21 | u | x |
| C#CCOCCOCCOCCNc1nc(N2CCN(C(=O)[C@H](Cc3ccc(O)cc3)n3cc([C@@H](N)C(C)CC)nn3)CC2)nc(N2CCN(C(=O)[C@H](Cc3cc4ccccc4[nH]3)n3cc([C@@H](N)C(C)CC)nn3)CC2)n1 (some centres undefined) | 1% | 8 |
| CN(C)c1ccc(CN(C(=O)/C=C/c2ccccc2Cl)C2CCS(=O)(=O)C2)cc1 (centres undefined) | -23% | -14 |
| CC(C)(C)OC(=O)COc1ccc(/C=N/NC(=O)CN2CCCCC2)cc1 | u | x |
| Cc1ccc(Cl)cc1N1CCN(C(=O)C(C)n2ncn3cccc3c2=O)CC1 (centres undefined) | -22% | -11 |
| CS(=O)(=O)Nc1cccc(C2=NN(C(=O)CCCC(=O)O)C(c3cccs3)C2)c1 (centres undefined) | 8% | 18 |
| C=CCOc1ccc(CNn2cn[nH]c2=S)cc1OCC | 18% | 0 |
| CCOc1ccc2nc(SCC3CC3(Cl)Cl)[nH]c2c1 (centres undefined) | -6% | 7 |

Single records (already shown). Values in the order: Lipid storage S3	Lipid storage S3 cell count max
`C=CCOc1ccc(CNn2cn[nH]c2=S)cc1OCC` is listed as 18%	0
`Cc1cnc(NC(=O)Nc2ccc(OCc3ccccc3)cc2)c(Br)c1` is listed as i	-2
`CCOc1ccc2nc(SCC3CC3(Cl)Cl)[nH]c2c1` (centres undefined) is listed as -6%	7

(list continues)
| smiles | Lipid storage S3 | Lipid storage S3 cell count max |
| --- | --- | --- |
| COc1ccc(-c2noc(N3CCC(C(=O)Nc4ccccc4F)CC3)n2)cc1 | u | x |
| CC1Cc2ccccc2N1C(=O)CN1C(=O)NC(C)(c2ccc3c(c2)OCCO3)C1=O (centres undefined) | i | 19 |
| O=C(Nc1ccccc1F)c1ccc(Cn2cc(Cl)cn2)cc1 | -15% | -19 |
| CSc1nnc(SCc2nc3sc(C(=O)O)c(C)c3c(=O)[nH]2)s1 | u | x |
| Cc1ccccc1-n1c(C)nnc1SC(C)C(=O)NCC1CCCO1 (centres undefined) | i | -5 |
| CN(C)c1cccc(C(=O)OCC(=O)Nc2nccs2)c1 | u | x |
| Cc1csc(=O)n1CCC(=O)OCC(=O)NNC(=O)c1ccc(Cl)cc1 | 23%[0.0737 µM] | x |
| Cc1ccc(C(C(=O)NC2CCCC2)N(C(=O)Cc2cccs2)c2cccc(C)c2C)o1 (centres undefined) | 30% | x |
| CCN(CC)C(=O)CSc1nc2c(sc(=S)n2CC)c(=O)n1-c1ccccc1 | u | x |
| Cc1cc(C)cc(N(C(=O)c2csnn2)C(C(=O)NC2CCCCC2)c2ccccn2)c1 (centres undefined) | u | x |
| CCC(=O)c1c(CC)c2n3c1CC[C@H]3CCC2 | u | x |
| O=C(CN1C(=O)COc2ccccc21)c1ccc(Cl)cc1 | u | x |
| CCCCC(=O)N1CC(=O)Nc2ccc(F)cc2C1c1ccc(F)cc1 (centres undefined) | 1% | -15 |
| C/C(=N\NC(=O)Cn1cnc2ccccc21)c1cccs1 | -23% | 1 |
| CNC(=O)CSc1nnnn1-c1ccc2c(c1)OCCO2 | 7% | -9 |
| O=C(CS(=O)(=O)c1c[nH]c2ccccc12)N1CCc2ccccc21 | -12% | -6 |
| O=C(CN1C2CCCC1CC(NC(=O)c1ccccc1)C2)Nc1ccccc1 (centres undefined) | i | 2 |
| CN1CCCC(OC(=O)CCCCC(=O)OC2CCCN(C)C2)C1 (centres undefined) | i | -2 |
| Cc1ccc(S(=O)(=O)NC(=O)NC(C)c2ccc(F)cc2)cc1 (centres undefined) | u | x |
| COc1cccc2cc(C(=O)N3CCCc4ccccc43)oc12 | i | 12 |

| smiles | Lipid storage S3 | Lipid storage S3 cell count max |
| --- | --- | --- |
| CN(C)C(CN1C(=O)C2CC=CCC2C1=O)c1cn(C)c2ccccc12 (centres undefined) | u | x |
| CCOc1cc([N+](=O)[O-])c2nc(N)sc2c1 | 2% | 0 |
| OC(CN1CCN(c2ncc(C(F)(F)F)cc2Cl)CC1)c1ccccc1 (centres undefined) | u | x |
| O=C(CSc1nnc(CNC(=O)c2c(F)cccc2Cl)o1)NCCc1ccccc1 | u | x |
| CCOc1ccc(NS(=O)(=O)c2ccc(NC(=O)C3CCCO3)cc2)cc1 (centres undefined) | u | x |
| COc1ccc(CCNC(=O)CCOc2cc(C)ccc2C)cc1OC | i | -23 |
| CCN(CC)C(=O)C(Sc1nnnn1-c1ccc(O)cc1)c1ccccc1 (centres undefined) | 7% | -9 |
| COc1ccc(NC(=O)COc2ccc(/C=N/n3c(C)nnc3C)cc2OC)cc1 | u | x |
| CSc1ccccc1C(=O)Nc1ccc(S(=O)(=O)NC2=NCCCCC2)cc1 | 2% | -9 |
| Cc1cccc2cc(CN(Cc3cccnc3)C(=O)c3ccccc3F)c(Cl)nc12 | i | x |
| Cc1cccc(NC(=O)CO/N=C/c2ccc3c(c2)OCO3)c1 | 0% | -3 |
| CCn1c(SCC(=O)Nc2ccc(NC(=O)c3cccs3)cc2)nnc1-c1cccnc1 | 20% | -13 |
| CSCCC(NC(=O)c1ccc(Cl)cc1)C(=O)OCC(=O)N1CCCC1=O (centres undefined) | 24% | x |
| CCOc1ccc(CC(=O)N2CCN(c3ccc(N4CCOCC4)nn3)CC2)cc1OCC | i | x |
| COc1ccc(-c2nc3ccc(C(=O)NCC(OC)OC)cc3nc2-c2ccc(OC)c(OC)c2)cc1OC | u | x |
| C/C=C/C(=O)OCC(=O)Nc1cccc(Br)c1 | u | x |
| COc1ccc(-c2nc3ncnn3cc2C)cc1F | 18% | 0 |
| Cc1cccc(C(=O)N=C2SC3CS(=O)(=O)CC3N2c2ccccc2)c1 (centres undefined) | u | x |
| Cc1cccc(NC(=O)C2CCN(C(=O)c3ccc(Cl)cc3)CC2)n1 | u | x |
| CC1(C)CC2CC(C)(CN2C(=O)COC(=O)CNC(=O)c2ccc(Cl)c(Cl)c2)C1 (centres undefined) | -4% | -1 |

| smiles | Lipid storage S3 | Lipid storage S3 cell count max |
| --- | --- | --- |
| Cc1ccc(NC(=S)N(CCN(C)C)C(C)c2ccco2)cc1C (centres undefined) | 24% | 4 |
| Cc1ccccc1NS(=O)(=O)c1ccc(C(=O)N2CCC2)cc1 | u | x |
| COc1ccccc1C(=O)N1CCN(Cc2cn[nH]c2-c2ccc(F)cc2F)CC1 | 14% | 5 |
| O=C(C(=O)N1CCc2ccccc2C1)c1c[nH]c2ccccc12 | u | x |
| CC(=O)Nc1nonc1-c1nc2ccccc2n1Cc1nnc(C)o1 | u | x |
| Cc1ccc(-c2nnc(SCC(=O)NNC(=O)COc3cccc(C)c3)n2C)cc1 | -14% | 14 |
| COCCCNC(=O)Cn1nc(-c2ccc(C)cc2)ccc1=O | -7% | -11 |
| CN(C)c1ccc(-c2nnc(-c3ccccc3F)o2)cc1 | 20% | 0 |
| CC(C)C(NC(=O)c1c(F)cccc1F)C(=O)NCCc1ccc(S(N)(=O)=O)cc1 (centres undefined) | i | 7 |
| Cc1ccc(S(=O)(=O)NN/C(=N/S(=O)(=O)c2ccccc2)c2ccccc2)cc1 | u | x |

An excerpt of these results, with values under each structure.
Every second line gives: Lipid storage S3 | Lipid storage S3 cell count max
- O=C(C(=O)N1CCc2ccccc2C1)c1c[nH]c2ccccc12
  u | x
- CC(=O)Nc1nonc1-c1nc2ccccc2n1Cc1nnc(C)o1
  u | x
- Cc1ccc(-c2nnc(SCC(=O)NNC(=O)COc3cccc(C)c3)n2C)cc1
  -14% | 14
- COCCCNC(=O)Cn1nc(-c2ccc(C)cc2)ccc1=O
  -7% | -11
- CN(C)c1ccc(-c2nnc(-c3ccccc3F)o2)cc1
  20% | 0
- CC(C)C(NC(=O)c1c(F)cccc1F)C(=O)NCCc1ccc(S(N)(=O)=O)cc1 (centres undefined)
  i | 7
- Cc1ccc(S(=O)(=O)NN/C(=N/S(=O)(=O)c2ccccc2)c2ccccc2)cc1
  u | x

Screening data from PubChem.
